Nrf2 ARE act: Nrf2 pathway activation. AREc32 ARE-luciferase reporter (MCF7-derived line), luminescence, 24 h. Potency, µM (doses to about 46.1 µM), for the others: top-dose activation, hits mostly activators. 0.31% of 410,000 active. AID 624171; also: potency is read from the fitted curve at half-maximal effect; % of control where 0% means no effect; nearly all actives have a fitted effect of over 65% in size
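AREc32 cells carrying an ARE-driven firefly luciferase reporter were seeded at 1000 cells/well in OPTI-MEM with 5% FBS, then exposed to compound for 24 hr at 37 deg C. Luminescence was read with Steady-Glo after 30 min at RT.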
CCT chaperon mod: changes cytosolic chaperonin activity; 0.3% of 360,000 active; purified chaperonin ATPase assay, HTRF ADP detection, 30 min; activity change, % (test concentration not listed), hits read low; AID 651819; in the data active = activity change below about -30%; also: % is scaled to controls: 0 for no effect and ±100 for the full control effect
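Enzyme 40 or 20 nM (batch-dependent) in Tris pH 7.4/KCl/MgCl2/DTT; cpd 76 uM single point; ATP 10 uM; 30 min 37 °C; Transcreener ADP HTRF detection, 30 min RT; ratio 665/615.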
Nrf2 inh: Nrf2 pathway inhibition; A549 ARE-Fluc reporter, luciferase luminescence, 18-24 h; Potency, µM (highest dose often 46 µM), for the others: top-dose activity change, negative = inhibition, usual class: inhibitors; 2.1% of 360,000 active; AID 504444; also: potency is read from the fitted curve at half-maximal effect; % is scaled to controls: 0 for no effect and ±100 for the full control effect; nearly all actives have a fitted effect of over 60% in size
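Nrf2 activity is the BugLite luminescence, read 15 min after reagent at room temperature, following CellTiter-Fluor cytotoxicity readout (30 min, 37C). Compound titrations were applied for 18-24 h to 5000 A549 ARE_Fluc cells/well in 5% FBS OPTI-MEM.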
MmCpn inh: inhibitors of Methanococcus maripaludis chaperonin (MmCpn) | purified Mm-Cpn ATPase, ADP Transcreener TR-FRET | Potency, µM (series often up to 76.9 µM), inactives show at the highest dose activity, negative = inhibition, hits mostly inhibitors | 0.031% of 330,000 active; also: potency is read from the fitted curve at half-maximal effect; % is scaled to controls: 0 for no effect and ±100 for the full control effect; nearly all actives have a fitted effect of over 80% in size
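Reaction buffer contained 30 mM Tris pH 7.4, 100 mM KCl, 5 mM MgCl2 and 1 mM DTT. Mm-CPN (25 nM final) hydrolysed 10 uM ATP over 30 min at 37°C; ADP was read by HTRF.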
TGFb inhibitor: inhibitors of TGF-b signaling; HepG2 CAGA-GFP TGF-b/SMAD3 reporter, GFP fluorescence, 18 h; TGF-beta stimulated, 500 pg/mL final; Potency, µM (titrated, usually from 46.1 µM), for inactives: top-dose activity, negative = inhibition, most hits filed as inhibitors; 1.2% of 410,000 active; AID 588855; also: potency is read from the fitted curve at half-maximal effect; % is scaled to controls: 0 for no effect and ±100 for the full control effect; nearly all actives have a fitted effect of over 65% in size
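Read-out: total well GFP (ex488/em500-530) summed from mean per-cell fluorescence. Cells: HEPG2 CAGA-GFP, 1% FBS DMEM, 18 h at 37 degrees C with 500 pg/mL final TGF-beta. Unstimulated wells served as the full-inhibition control; stimulated DMSO wells = 0%.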
A549 tox: counter-screen for Nrf2 inhibitors: cytotoxicity in A549 cells. AID 504648. Potency, µM (top dose mostly 46 µM), inactives show at the highest dose activity change, negative = cytotoxicity, actives largely listed as inhibitors. A549 ARE-Fluc cells, CellTiter-Fluor viability, 18-24 h. 0.16% of 390,000 active; also: potency is read from the fitted curve at half-maximal effect; % is scaled to controls: 0 for no effect and ±100 for the full control effect
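A549 ARE_Fluc cells in 5% FBS OPTI-MEM were exposed to compounds in concentration-response for 18-24 h at 37 deg C. Viability was read by CellTiter-Fluor fluorescence (Ex 405/Em 525) after 30 min, before the luciferase read.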
Akt phos inh: inhibitors of Akt phosphorylation; AID 651550; activity change, % for hits at 50 µM; 0.32% of 360,000 active; Neuro2A IGF-stimulated pAkt S473 HTRF, 20 min; hits give low values; in the data active = activity change below about -80%; inconclusive = mostly about -51% to -80%; also: % is scaled to controls: 0 for no effect and ±100 for the full control effect
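Neuro2A cells (4,500/well, DMEM with 0.5% FBS) were treated with compound at a single 50 µM final concentration, stimulated with 6 nM IGF for 20 min at 37 °C, and lysed. Phospho-Akt Ser473 was read by HTRF as 665/615 ratio ×10^4.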
S2 tox: reduces viability in counter-screen for ATXN expression inhibitors. S2 cells (HEK-293 line with an ATXN2-luciferase reporter) viability, CellTiter-Fluor protease fluorescence, 24 h. Potency, µM (highest dose often 56.7 µM), usual class: cytotoxic. 0.49% of 400,000 active; also: potency is read from the fitted curve at half-maximal effect; nearly all actives have a fitted effect of over 40% in size
HepG2 tox: HepG2 cytotoxicity, counter-screen for TGF-b inhibitors; HepG2 CAGA-GFP viability, ATP luminescence, 18 h; Potency, µM (doses to about 46.1 µM), without a hit: at the top dose activity change, negative = cytotoxicity, usual class: cytotoxic; 0.76% of 410,000 active; AID 588856; also: potency is read from the fitted curve at half-maximal effect; some results filed as inactive show a strong effect at the top dose
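CellTiter-Glo luminescence gave cytotoxicity after 18 hours at 37 degrees C. The cells were HepG2 CAGA-GFP in 1% FBS DMEM, stimulated with 500 pg/mL TGF-beta after compound addition. %Activity was normalised to no-cell wells (complete cell-killing) and DMSO (no toxicity), and curves were fitted and classified.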
An asterisk follows results filed as active; & = joins results of further samples. Unless noted, calls follow the shape of the dose curve; as a rule, active = well fitted curve in the direction sought with a large enough effect; inconclusive = small, poorly fitted or top-dose-only effect, or another doubt; inactive = no such curve, though single readings can be large; an effect the other way counts as inactive or inconclusive. Not a hit list. Share with any hit: about 4.4%.

How did CC(=O)NC(c1ccccc1)c1nc(-c2ccc(C)c(C)c2)cs1 (stereo unspecified) do in these assays?
Nrf2 ARE act: -0.1%; CCT chaperon mod: 1.4; TGFb inhibitor: -5%; Akt phos inh: inactive; S2 tox: inconclusive; HepG2 tox: -8%

How did Cc1ccc(S(=O)(=O)N2CCCC2CNC(=O)C(=O)NC2CCCC2)cc1 (stereo unspecified) do in these assays?
Nrf2 ARE act: -0.4%; CCT chaperon mod: -0.6; Nrf2 inh: -7%; MmCpn inh: 2%; TGFb inhibitor: 0%; A549 tox: -7%; Akt phos inh: inactive; S2 tox: inactive; HepG2 tox: -10%

Results for O=C(OCc1cncs1)c1ccccc1Cl ?
Nrf2 ARE act: 1.1%; CCT chaperon mod: 1.0; Nrf2 inh: 5%; MmCpn inh: -1%; TGFb inhibitor: 20%; A549 tox: 0%; Akt phos inh: inactive; S2 tox: inactive; HepG2 tox: 1%

Results for Cc1ccc(Cn2cccc(NC(=O)CCC3CCCC3)c2=O)cc1 ?
Nrf2 ARE act: 0.7%; CCT chaperon mod: 0.9; Nrf2 inh: inconclusive; MmCpn inh: -5%; TGFb inhibitor: inconclusive; A549 tox: -2%; Akt phos inh: inactive; S2 tox: inactive; HepG2 tox: -20%

Results for CCN(CC)S(=O)(=O)c1cccc(-n2c(O)c(C=Nc3ccccc3C(=O)O)c3ccccc3c2=O)c1 ?
Nrf2 ARE act: -0.2%; CCT chaperon mod: -1.3; Nrf2 inh: inconclusive; MmCpn inh: 2%; TGFb inhibitor: -14%; A549 tox: inconclusive; Akt phos inh: inactive; S2 tox: inconclusive; HepG2 tox: -32%

What do the screens show for `O=C(Nc1ccc2c(c1)OCCO2)c1cnc2ccccn2c1=O`?
Nrf2 ARE act: 0.2%; CCT chaperon mod: -1.1; Nrf2 inh: inconclusive; TGFb inhibitor: 8%; A549 tox: -4%; Akt phos inh: inactive; S2 tox: inactive; HepG2 tox: 2%

What do the screens show for `CCCn1c(=O)c2c(C(F)(F)F)cc(-c3ccco3)nc2n(CCC)c1=O`?
Nrf2 ARE act: 6.5%; CCT chaperon mod: -1.5; Nrf2 inh: 4%; MmCpn inh: -2%; TGFb inhibitor: 2%; A549 tox: 1%; Akt phos inh: inactive; S2 tox: inactive; HepG2 tox: -11%

How did CCc1ccc(NC(=O)c2ccc3c(c2)CCN3S(C)(=O)=O)cc1 do in these assays?
Nrf2 ARE act: 4.2%; CCT chaperon mod: -1.7; TGFb inhibitor: -5%; Akt phos inh: inactive; S2 tox: inactive; HepG2 tox: -12%

Results for O=C(O)CC1(CC(=O)Nc2cccc(C(=O)O)c2)CCCC1 ?
Nrf2 ARE act: 0.1%; CCT chaperon mod: 1.5; Nrf2 inh: 16%; MmCpn inh: 0%; TGFb inhibitor: 2%; A549 tox: 13%; Akt phos inh: inactive; S2 tox: inactive; HepG2 tox: -5%

Results for COCCn1c(N)c(Sc2ccccc2)c(=O)[nH]c1=O ?
Nrf2 ARE act: -0.4%; CCT chaperon mod: -0.3; Nrf2 inh: -5%; MmCpn inh: 1%; TGFb inhibitor: -18%; A549 tox: 2%; Akt phos inh: inactive; S2 tox: inactive; HepG2 tox: -5%

What do the screens show for `C[C@@H]1CN([C@H](C)CO)C(=O)c2cc(Br)cnc2O[C@H]1CN(C)C(=O)Cc1ccccc1`?
Nrf2 ARE act: -1.8%; CCT chaperon mod: -1.1; TGFb inhibitor: 2%; Akt phos inh: inactive; S2 tox: inactive; HepG2 tox: 5%

Results for Cc1sc(N)c(C#N)c1C ?
Nrf2 ARE act: 1.3%; CCT chaperon mod: -1.2; Nrf2 inh: 1%; MmCpn inh: -1%; TGFb inhibitor: 7%; A549 tox: 10%; Akt phos inh: inactive; S2 tox: inactive; HepG2 tox: -3%

Results for O=C1CC(c2ccccc2)n2nc(NS(=O)(=O)c3ccccc3)nc2N1 (stereo unspecified) ?
Nrf2 ARE act: -0.7%; CCT chaperon mod: 2.6; Nrf2 inh: 10%; MmCpn inh: 1%; TGFb inhibitor: 9%; A549 tox: 2%; Akt phos inh: inactive; S2 tox: inactive; HepG2 tox: 7%

What do the screens show for `O=C(CCNC(=O)c1ccccc1Cl)Nc1cccc(S(=O)(=O)N2CCOCC2)c1`?
Nrf2 ARE act: 0.9%; CCT chaperon mod: -2.4; Nrf2 inh: -11%; MmCpn inh: 1%; TGFb inhibitor: -11%; A549 tox: 12%; Akt phos inh: inactive; S2 tox: inactive; HepG2 tox: -8%

How did CC(=O)Nc1ccc(C(=O)Nc2nc(-c3cc(C)n(Cc4ccccc4)c3C)cs2)cc1 do in these assays?
Nrf2 ARE act: 2.5%; CCT chaperon mod: -0.8; Nrf2 inh: -2%; MmCpn inh: -13%; TGFb inhibitor: 9%; A549 tox: 3%; Akt phos inh: inactive; S2 tox: inactive; HepG2 tox: 6%

Results for COc1cccc(Cn2nnc3c(=O)[nH]c(C4CCCN(C(=O)c5ccccc5Cl)C4)nc32)c1 (stereo unspecified) ?
Nrf2 ARE act: 2.5%&0.9%; CCT chaperon mod: -1.0; Nrf2 inh: inconclusive; MmCpn inh: 0%; TGFb inhibitor: 0%&-5%; A549 tox: -15%; Akt phos inh: inactive; S2 tox: inconclusive; HepG2 tox: -4%&-2%

Results for COc1ccc(C(=O)COC(=O)COc2cccc3c2OC(C)(C)C3)c(OC)c1 ?
Nrf2 ARE act: -0.7%; CCT chaperon mod: -1.6; Nrf2 inh: 4%; MmCpn inh: -7%; TGFb inhibitor: -29%; A549 tox: 1%; Akt phos inh: inactive; S2 tox: inactive; HepG2 tox: -1%

Results for COc1ccc(-c2cc(NCc3ccc(C)cc3)n3cnnc3n2)cc1 ?
Nrf2 ARE act: 1.2%; Nrf2 inh: inconclusive; TGFb inhibitor: inconclusive; A549 tox: -1%; S2 tox: inconclusive; HepG2 tox: -36%

What do the screens show for `COc1ccc(N2CCN(C(=O)c3ccc(Cn4nc(C)c([N+](=O)[O-])c4C)o3)CC2)cc1`?
Nrf2 ARE act: 4.6%; CCT chaperon mod: 1.5; Nrf2 inh: inconclusive; MmCpn inh: -1%; TGFb inhibitor: -2%; A549 tox: -1%; Akt phos inh: inactive; S2 tox: inactive; HepG2 tox: 11%

How did O=C(N/N=C/c1ccc(Sc2nc3ccccc3s2)c([N+](=O)[O-])c1)c1ccccn1 do in these assays?
Nrf2 ARE act: inconclusive; CCT chaperon mod: -2.0; Nrf2 inh: -12%; MmCpn inh: 0%; TGFb inhibitor: -4%; A549 tox: 4%; S2 tox: inactive; HepG2 tox: -5%

Results for O=C(c1ccc2c(c1)OCO2)c1cn(Cc2ccc(Cl)cc2)c2ccc(F)cc2c1=O ?
Nrf2 ARE act: 2.8%; Nrf2 inh: inconclusive; TGFb inhibitor: -4%; A549 tox: -28%; S2 tox: inconclusive; HepG2 tox: -19%

How did C[C@@H]1CN([C@H](C)CO)C(=O)CCCn2nncc2CO[C@H]1CN(C)S(=O)(=O)c1ccc(C#N)cc1 do in these assays?
Nrf2 ARE act: -0.1%; CCT chaperon mod: 0.8; TGFb inhibitor: 20%; Akt phos inh: inactive; S2 tox: inactive; HepG2 tox: 30%

Results for O=C(N/N=C/c1ccncc1)c1cccc(NC(=O)c2ccc(Cl)cc2)c1 ?
Nrf2 ARE act: 4.8%; CCT chaperon mod: -36*; Nrf2 inh: -27%; MmCpn inh: 3%; TGFb inhibitor: -10%; A549 tox: -4%; Akt phos inh: inactive; S2 tox: inactive; HepG2 tox: -3%

What do the screens show for `CCOc1ccc(C(=O)CCC(=O)NNC(=O)CCN2CCN(c3ccccc3)CC2)cc1`?
Nrf2 ARE act: 2.4%; CCT chaperon mod: -7.2; Nrf2 inh: -3%; MmCpn inh: 1%; TGFb inhibitor: 1%; A549 tox: 6%; Akt phos inh: inactive; S2 tox: inconclusive; HepG2 tox: 0%

Results for Cc1occc1C(=O)N1CCN(c2ccc([N+](=O)[O-])cc2)CC1 ?
Nrf2 ARE act: 0.3%; CCT chaperon mod: 0.0; Nrf2 inh: inconclusive; MmCpn inh: 0%; TGFb inhibitor: -8%; A549 tox: -10%; Akt phos inh: inactive; S2 tox: inactive; HepG2 tox: 0%

What do the screens show for `NC(=O)C(=O)N/N=C1\CCc2ccccc21`?
Nrf2 ARE act: 4.5%; CCT chaperon mod: -2.3; Nrf2 inh: inconclusive; MmCpn inh: -1%; TGFb inhibitor: -2%; A549 tox: 3%; Akt phos inh: inactive; S2 tox: inactive; HepG2 tox: -5%

What do the screens show for `CCOc1ccc(S(=O)(=O)N2CCC(N3CCN(Cc4ccc(F)cc4)C(=O)C3=O)CC2)cc1`?
Nrf2 ARE act: 0.4%; Nrf2 inh: 20%; TGFb inhibitor: -25%; A549 tox: 10%; S2 tox: inactive; HepG2 tox: 1%

What do the screens show for `NC(=O)N/N=C/c1ccc(OCc2cccc(Cl)c2)cc1`?
Nrf2 ARE act: 2.1%; CCT chaperon mod: -2.7; Nrf2 inh: 29%; MmCpn inh: 1%; TGFb inhibitor: 19%; A549 tox: -5%; Akt phos inh: inactive; S2 tox: inactive; HepG2 tox: 2%

How did N=C1C(c2ccc(Br)cc2)=C(O)C2CCc3ccccc3N12 (stereo unspecified) do in these assays?
Nrf2 ARE act: 3.3%; CCT chaperon mod: 2.9; Nrf2 inh: -6%; MmCpn inh: 0%; TGFb inhibitor: 0%; A549 tox: -2%; Akt phos inh: inactive; S2 tox: inactive; HepG2 tox: -18%

From PubChem
